All columns: NCI-60 one-dose screen, growth in % after 48 h at 10 µM unless noted; 100 = growth as untreated, 0 = no growth, -100 = all killed.
SW-620 – SW-620 colon cancer; hit rate 5.2% among 82,000
HCT-15 – HCT-15 colon cancer; hit rate 5.2% among 82,000; AID 1794746
KM12 – KM12 colon cancer cells. hit rate 5% among 82,000
HT29 – HT29 colon cancer. AID 1794748. hit rate 7.4% among 81,000
HCT-116 – HCT-116 colon cancer. hit rate 7.3% among 82,000. AID 1794798
NCI-H226 – NCI-H226 lung cancer; hit rate 3.5% among 79,000
COLO 205 – COLO 205 colon cancer | hit rate 7.3% among 79,000 | AID 1794742
NCI-H322M – NCI-H322M lung cancer. hit rate 2.7% among 80,000
NCI-H460 – NCI-H460 lung cancer. hit rate 6.8% among 82,000
An asterisk follows results filed as active; · = not tested or not shown; & = joins results of further samples; [ ] = remark or other dose. The calls were made as follows: active = growth percent below 10; inactive = the rest.

SMILES	SW-620	HCT-15	KM12	HT29	HCT-116	NCI-H226	COLO 205	NCI-H322M	NCI-H460
COc1ccncc1S(=O)(=O)NC(=O)Nc1ccc(Cl)c(Cl)c1	99.6	101.2	91.9	101.9	91.7	92.5	105.0	95.0	104.1
O=C(O)C(O)c1ccc(-c2ccccc2)cc1 (stereo not drawn)	104.0	111.6	100.6	96.1	99.7	95.2	104.7	100.2	102.9
CC(c1cc2ccccc2s1)N(O)C(N)=O (stereo not drawn)	102.4	102.5	102.9	115.2	95.7	92.3	·	119.2	103.4
COc1ccc(/C=C2\CCC3C(CCCC34OCCO4)C2=O)cc1 (stereo not drawn)	75.6	66.2	67.7	80.1	92.4	97.8	94.5	79.5	105.0
O=C(N[C@@H](C1CC1)C(F)(F)F)c1cc(-c2cnn3cc(-c4ccc(F)cc4)cnc23)cs1	95.3	52.1	83.8	60.5	54.3	81.5	88.5	89.7	74.9
COc1ccc2cc(C(C)C(=O)Nc3ccc(C(=O)Nc4ccc(S(=O)(=O)N=C(N)N)cc4)cc3)ccc2c1 (stereo not drawn)	106.0	70.1	101.2	120.3	87.8	107.0	98.6	87.6	107.2
Cc1[nH]c(C(=O)Nc2ccc(C(N)=O)cc2OC(C)C)c(Cl)c1Cl	105.3	96.1	98.5	110.8	98.3	106.5	115.1	100.0	85.1
COc1ccc(/C=C/C(=O)N2CCC(O)CC2)cc1OC1CCCC1	106.4	102.4	105.4	102.1	105.9	·	·	107.9	103.6
CC(=O)OC[C@]12CC[C@@H](C(=O)CBr)[C@@H]1[C@H]1CC[C@@H]3[C@@]4(C)CCCNC(C)(C)[C@@H]4CC[C@@]3(C)[C@]1(C)CC2	-58.0*[100 µM]	-74.7*[100 µM]	-78.2*[100 µM]	-81.9*[100 µM]	-71.2*[100 µM]	-20.3*[100 µM]	-59.3*[100 µM]	-100.0*[100 µM]	-66.7*[100 µM]
O=C(NN1C(=O)CCC1=O)c1ccc(NC(=O)c2ccccn2)cc1	100.6	102.3	106.4	108.4	100.5	107.1	107.3	98.2	101.9
N#Cc1ccc(-c2nn(-c3ccc(C(=O)O)cc3)cc2CNc2cc(Cl)cc(C(F)(F)F)c2)cc1	21.2	7.9*	4.9*	18.8	-2.7*	4.0*	55.7	36.4	6.2*
COc1ccc(NC(=O)CSc2nc(-c3ccc(OC)c(OC)c3)cc(-c3cc(OC)c(OC)c(OC)c3)n2)cc1	105.1	100.1	98.4	·	90.3	107.6	82.5	90.4	97.7
Clc1nc(N2CCC[N+]3(CC2)CC[N+]2(CCCNCC2)CC3)nc(N2CCC[N+]3(CC2)CC[N+]2(CCCNCC2)CC3)n1 (stereo not drawn)	98.2	83.2	94.4	54.9	87.0	68.4	105.5	99.7	76.8
O=C(Nc1ccc2c(c1)C(=O)c1ccccc1-2)c1ccccc1	55.4	67.2	87.3	35.8	-20.7*	97.6	97.8	100.7	87.4
Cc1ccc(S(=O)(=O)/N=c2/n(-c3ccccc3)nc3n2CCN3C2=NCCN2)cc1	99.3	105.1	107.8	99.0	98.9	109.4	118.4	107.2	110.2
O=C(N/N=C/[C@H]1[C@H](CO)[C@@H](O)C[C@H]1O)c1ccncc1	97.8	99.8	106.9	80.7	97.5	96.3	113.8	100.7	100.2
CCN(CC)CNC(=O)NC(C)=O	106.3	106.6	100.3	99.6	94.5	104.5	104.7	102.2	112.0
CSC1=NC=C(C#N)C2=NC(c3ccc(Cl)cc3)NN12 (stereo not drawn)	96.0	86.0	112.9	93.5	94.7	84.8	94.0	109.4	105.4
COc1ccc(/C=C/C(=O)/C=C/c2cc3ccccc3[nH]c2=O)cc1	36.4	75.3	27.6	3.7*	-30.8*	90.9	55.8	109.1	92.7
O=C(CCC(=O)Oc1ccccc1)Oc1ccccc1	109.8	96.7	108.0	108.8	99.4	107.2	116.4	120.0	109.4
COC(=O)[C@@H]1CCCN1C(=O)C1=C(C)NC(=S)NC1c1cc(OC)c2c(c1)OCO2 (stereo partly drawn)	106.3	101.9	111.9	95.0	104.3	100.6	109.4	116.1	98.1
COc1cc(-c2ccc(-c3ccc(C(=N)N)s3)s2)cc(OC)c1OC	-15.5*	13.6	27.7	4.4*	-21.5*	89.4	-61.8*	69.1	17.3
O=C1OC(c2ccc(Cl)c(Cl)c2)C(=O)C1=O (stereo not drawn)	104.1	102.5	103.0	108.9	104.9	103.2	113.4	108.9	107.2
Cn1cnc2c(NCCO)ncnc21	100.9	106.0	96.6	100.3	100.8	90.5	101.4	107.3	104.7
CN1C[C@@H](c2ccc(Cl)cc2)[C@]2(NC(=S)N(c3ccc(F)c(Cl)c3)C2=O)[C@@]12C(=O)NC1C=CC(Cl)=C[C@H]12 (stereo partly drawn)	62.2	48.5	55.0	33.4	-49.0*	59.8	·	74.6	32.8
CCCCCC(=O)OCCCc1ccccc1	108.1	104.4	111.8	136.4	100.7	102.9	132.7	94.9	111.0
O=C(Nc1nc(C(=O)N2CCN(C(c3ccccc3)c3ccccc3)CC2)cs1)c1ccc(NC2CCCCC2)c([N+](=O)[O-])c1	91.4	96.9	91.4	86.1	82.6	60.1	103.3	91.6	99.6
CN1CCN(CCCCCC(=O)Nc2nc(-c3cccc(NS(=O)(=O)c4cccc5c(N(C)C)cccc45)c3)cs2)CC1	92.8	23.1	79.6	15.8	51.6	85.9	82.4	96.0	79.3
COC(=O)[C@@H]1CC[C@@H](C)c2ccc(C)nc2C1	96.1	100.7	101.1	103.6	107.5	101.3	113.9	99.3	103.0
Cc1sc2nc(NCCCN)[nH]c(=O)c2c1C	95.5	97.1	98.7	88.9	91.7	85.0	81.8	84.4	97.9
O=C(/C(=C\c1ccccc1)c1ccccc1)c1ccccc1	107.3	68.1&97.1	84.9&94.0	87.1&98.8	60.1&87.1	88.5&107.9	116.7&110.5	89.5&90.7	80.5&100.8
N#CCCCCCn1c2ccccc2c2c3[nH]c(=O)n(N)c(=O)c3c3c4ccccc4n(CCCCCC#N)c3c21	92.8	91.7	94.7	83.7	66.2	80.1	90.2	93.5	100.7
O=C1C(=O)C(Cl)=C(Cl)C(Cl)=C1Cl	109.1	109.0	103.4	·	103.6	109.6	110.4	118.4	117.2
CCOc1ccc2nc(N3CN(c4cc(OC)c(OC)c(OC)c4)c4ncccc4C3=O)sc2c1	110.5	111.2	105.7	94.8	70.8	86.4	109.4	112.7	100.7
COc1ccc(NC(=O)Cn2c(/C=C/c3ccc([N+](=O)[O-])cc3)nc3ccccc3c2=O)cc1	70.5	73.7	82.7	85.5	35.6	21.2	85.3	70.2	42.3
Nc1cccc2c1C(=O)OC2=O	92.7	102.6	107.4	100.1	108.6	107.4	106.0	95.1	93.9
CNC(=O)c1cc(Oc2ccc3nc(NC(=O)c4cc(C(F)(F)F)cc(C(F)(F)F)c4)sc3c2)ccn1	40.2	32.1	15.5	31.5	12.4	23.3	19.1	15.1	15.7
Cc1c(-[n+]2noc(=O)[nH]2)no[n+]1[O-]	98.7	100.9	102.9	107.9	100.0	·	113.2	102.1	102.1
CCN(CC)CCOc1ccc(NC(C)=O)cc1	112.1	98.9	106.8	101.6	97.3	89.3	93.2	91.2	108.8
O=C1C2CCCN2C(=O)c2ccccc2N1Cc1cn(-c2ccc(F)cc2F)nn1 (stereo not drawn)	102.8	110.1	103.8	117.8	112.4	103.9	105.0	102.2	102.0
ClC(Cl)=C1NC(c2ccccc2)=NCc2nccn21	107.7	97.2	106.4	101.6	99.9	109.1	111.7	95.9	100.3
CCN(CC)c1ccc2c(c1)Oc1nc(N)c(C#N)c(N)c1C2Sc1ccc(SC)cc1 (stereo not drawn)	-70.7*	-14.3*	-74.5*	-76.6*	-27.5*	-46.9*	-73.6*	-15.1*	-15.3*
Oc1c(CN2CCC(N3CCOCC3)CC2)cc(Cc2cc(CN3CCC(N4CCOCC4)CC3)c(O)c3ncccc23)c2cccnc12	28.2	24.0	17.1	30.2	11.5	2.5*	9.1*	37.6	10.5
CCCN1CCN(C(=S)SCc2cc(=O)oc3ccc(C)cc23)CC1	106.4	95.9	100.1	104.6	99.2	96.0	122.4	99.7	100.5
CC[C@@](C)(Nc1ccnc(-c2c[nH]c3ncccc23)n1)C(=O)NCC(F)(F)F	104.0	101.7	26.0	82.2	76.4	21.9	78.9	89.6	96.8
COc1ccc(-c2cc3ncnc(Sc4nnc(-c5ccccc5)o4)c3s2)cc1	96.9	96.9	102.2	83.8	81.8	73.6	95.7	101.4	103.4
N#CCN1CCCCC1	97.5	99.5	101.4	102.5	102.1	101.6	100.1	104.1	104.0
N#CC1=C(N)Oc2cc3ccccc3cc2C1c1ccccc1 (stereo not drawn)	100.8	101.6	101.2	106.7	101.0	97.8	119.8	107.4	109.3
O=C1/C=C/[C@@H](O)[C@@H]2C[C@@H](O)C[C@H]2/C=C/CCC[C@H](CCc2ccccc2)O1	-9.8*	11.0	-50.5*	3.1*	-73.6*	-28.6*	-72.5*	35.9	15.5
CCN(CCCCCCCCCCN1CC(=O)N(CCCCCCCCCCN(CC)Cc2ccccc2OC)CC1=O)Cc1ccccc1OC	·	-17.0*	-76.2*	-57.8*	-95.2*	-2.6*	-91.6*	18.4	-93.3*
Next section:
SMILES	SW-620	HCT-15	KM12	HT29	HCT-116	NCI-H226	COLO 205	NCI-H322M	NCI-H460
CCCCCCn1c(-c2ccc(C(=O)O/N=C(\N)c3ccc4ccccc4c3)cc2)nc(-c2ccccc2)c1-c1ccccc1	71.8	49.3	68.6	74.5	40.5	80.3	77.2	83.6	58.5
O=S(=O)(O)CCc1ccncc1	104.5	95.1	104.8	105.6	114.9	105.6	120.7	111.7	104.6
CN1CCN(c2ccc3nc(-c4ccc(OCCCCN5CCN(CCCCN6C(=O)c7cccc8cccc(c78)C6=O)CC5)cc4)[nH]c3c2)CC1	84.2	76.2	86.8	60.3	45.9	86.6	77.8	90.5	71.9
COc1cc(OC)c2c(c1)O[C@@]1(OCCCc3ccccc3)[C@H](c3ccccc3)C[C@@H](O)[C@@]21O	111.5	100.8	97.6	99.5	96.9	98.1	110.5	91.8	112.0
Cn1c(N2CCCCC2)nc(-c2ccc([N+](=O)[O-])cc2)c(C#N)c1=O	88.0	92.0	127.2	95.5	96.2	92.9	102.5	113.3	107.9
NCCC(=O)N(Cc1ccccc1)C(N)=O	105.8	107.4	105.6	79.2	96.9	96.4	105.0	81.8	108.8
COc1ccc(/C=N/Nc2ncnc3sc4c(c23)CCN(Cc2ccccc2)C4)cc1	64.1	42.7	56.5	87.8	25.3	57.3	70.6	63.6	37.9
Cc1ccc(/C=C/C(=O)c2ccc(N)cc2)c(C)c1	-69.1*	18.6	63.3	60.9	35.8	108.6	60.3	93.0	97.2
COc1cc(CNC(=O)CCCC/C=C/C(C)C)ccc1OCc1nnc(Nc2ccc(F)cc2)o1	97.9	92.4	96.8	93.8	84.1	66.5	98.7	84.0	97.7
COC(=O)/C(CCC=C(C)C)=C1\[C@@H](OC(C)=O)C[C@@]2(C)[C@H]1C[C@@H](O)[C@H]1[C@@]3(C)CC[C@H](NCc4ccccc4)[C@@H](C)[C@@H]3CC[C@@]12C	63.5	31.0	72.9	14.8	20.2	·	50.0	91.5	45.1
Nc1cc(N)nc(SCC(=O)O)n1	103.8	110.5	103.9	85.1	99.1	103.5	113.7	102.0	105.8
CCOc1nc(-c2ccccc2)cc2c(O)c(C(=O)N/N=C/c3ccc(Cl)cc3)[nH]c(=O)c12	96.5	94.8	104.8	95.4	115.6	111.9	103.5	110.0	106.8
Cc1nc2cc(Nc3nc(Nc4ccc(O)cc4)nc(Nc4ccc(F)cc4)n3)ccc2n1Cc1ccccc1	81.2	82.7	82.3	95.2	89.5	87.2	108.3	·	81.8
O=C1CCC23OC4ON=C(Br)C4C2C(O)c2ccccc2N13 (stereo not drawn)	98.6	92.6	107.4	107.2	83.7	100.3	97.5	103.9	107.2
CCn1c(SCC(=O)Nc2cccc(C(=O)/C=C/c3ccc(OC)c(OC)c3)c2)nc2ccccc2c1=O	100.0	85.4	99.1	108.1	88.7	86.0	112.4	89.0	100.2
COc1ccc(OC)c2ncccc12	99.0	96.3	99.6	97.4	100.3	95.8	106.4	·	108.2

9 compounds from above, arranged by length of the SMILES, lowest first.
SMILES	SW-620	HCT-15	KM12	HT29	HCT-116	NCI-H226	COLO 205	NCI-H322M	NCI-H460
N#CCN1CCCCC1	97.5	99.5	101.4	102.5	102.1	101.6	100.1	104.1	104.0
Nc1cc(N)nc(SCC(=O)O)n1	103.8	110.5	103.9	85.1	99.1	103.5	113.7	102.0	105.8
O=C1C(=O)C(Cl)=C(Cl)C(Cl)=C1Cl	109.1	109.0	103.4	·	103.6	109.6	110.4	118.4	117.2
COc1ccc(/C=C/C(=O)N2CCC(O)CC2)cc1OC1CCCC1	106.4	102.4	105.4	102.1	105.9	·	·	107.9	103.6
O=C(NN1C(=O)CCC1=O)c1ccc(NC(=O)c2ccccn2)cc1	100.6	102.3	106.4	108.4	100.5	107.1	107.3	98.2	101.9
O=C1C2CCCN2C(=O)c2ccccc2N1Cc1cn(-c2ccc(F)cc2F)nn1 (stereo not drawn)	102.8	110.1	103.8	117.8	112.4	103.9	105.0	102.2	102.0
Cc1ccc(S(=O)(=O)/N=c2/n(-c3ccccc3)nc3n2CCN3C2=NCCN2)cc1	99.3	105.1	107.8	99.0	98.9	109.4	118.4	107.2	110.2
COc1ccc2cc(C(C)C(=O)Nc3ccc(C(=O)Nc4ccc(S(=O)(=O)N=C(N)N)cc4)cc3)ccc2c1 (stereo not drawn)	106.0	70.1	101.2	120.3	87.8	107.0	98.6	87.6	107.2
CN1CCN(c2ccc3nc(-c4ccc(OCCCCN5CCN(CCCCN6C(=O)c7cccc8cccc(c78)C6=O)CC5)cc4)[nH]c3c2)CC1	84.2	76.2	86.8	60.3	45.9	86.6	77.8	90.5	71.9

Bioassay records from PubChem BioAssay.
